Source: PubChem BioAssay (The Scripps Research Institute Molecular Screening Center)
PAFAH1B3 FP inh = PAFAH1B3 enzyme inhibitors, primary screen, biochemical, fluorescence polarization, human; Platelet-activating factor acetylhydrolase IB subunit alpha1 (Homo sapiens), Q15102; recombinant PAFAH1B3, FP-rhodamine probe; inhibition, % at 3.39 µM; hit rate 0.28% among 340,000; AID 492972, 2010;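 active = inhibition above the screen-wide average of all tested compounds plus 3 SD, cut at about 25% in these data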;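 note: 0% = enzyme with DMSO only and 100% = wells lacking PAFAH1B3 protein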
GSTO1 counter = inhibitors of recombinant GSTO1, primary screen, counter-screen for RBBP9 inhibitor project, biochemical, fluorescence polarization | hit rate 1.1% among 300,000 | AID 1974, 2009 | activity-based probe fluorescence polarization | inhibition, % at 5.96 µM;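 active = inhibition above the campaign mean inhibition plus 3 SD, cut at about 35% in these data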;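 note: 0% = GSTO1-1 with DMSO and 100% = wells lacking GSTO1-1 enzyme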
Target sequence (P78417 whole entry, looked up): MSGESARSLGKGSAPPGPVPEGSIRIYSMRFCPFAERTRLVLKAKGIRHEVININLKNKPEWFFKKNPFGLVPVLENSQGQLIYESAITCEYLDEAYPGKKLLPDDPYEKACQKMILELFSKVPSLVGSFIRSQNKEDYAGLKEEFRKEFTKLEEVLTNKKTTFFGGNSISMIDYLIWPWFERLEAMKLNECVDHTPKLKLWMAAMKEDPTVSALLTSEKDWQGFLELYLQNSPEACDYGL
pPAFAH FP inh = pPAFAH enzyme inhibitors, primary screen, biochemical, fluorescence polarization, human; recombinant pPAFAH, FP-rhodamine probe fluorescence polarization; hit rate 1.5% among 330,000; AID 463082, 2010; inhibition, % at 3.39 µM;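 active = inhibition above the mean inhibition across the screen plus 3 SD, cut at about 25% in these data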;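 note: inhibitors block binding of the rhodamine activity-based probe so polarization drops; 0% = enzyme with DMSO and 100% = wells lacking pPAFAH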
Target sequence (Q13093 whole entry, looked up): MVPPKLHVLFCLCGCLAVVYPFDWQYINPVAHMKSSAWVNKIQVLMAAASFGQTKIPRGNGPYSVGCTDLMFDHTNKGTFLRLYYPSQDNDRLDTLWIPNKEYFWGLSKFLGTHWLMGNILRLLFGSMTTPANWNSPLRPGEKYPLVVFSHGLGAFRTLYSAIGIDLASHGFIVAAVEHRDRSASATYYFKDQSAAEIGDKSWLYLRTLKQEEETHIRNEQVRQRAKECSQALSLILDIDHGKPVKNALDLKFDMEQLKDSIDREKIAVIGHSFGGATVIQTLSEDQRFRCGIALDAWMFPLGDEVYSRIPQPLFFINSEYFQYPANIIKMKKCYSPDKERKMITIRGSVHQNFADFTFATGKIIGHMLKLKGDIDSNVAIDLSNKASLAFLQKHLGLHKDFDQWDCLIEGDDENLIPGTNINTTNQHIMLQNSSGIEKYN
PAD4 inh = human PAD4 inhibitors, primary screen, biochemical, fluorescence polarization, 1536-well format; recombinant PAD4, RCA probe fluorescence polarization; Protein-arginine deiminase type-4 (Homo sapiens), Q9UM07; inhibition, % at 6.36 µM; hit rate 0.41% among 330,000; AID 485272, 2010;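 active = percent inhibition above a cutoff equal to the mean of all tested compounds plus 3 SD, cut at about 15% in these data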;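 note: 0% = PAD4 with RCA probe and DMSO and 100% = probe without PAD4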
PAFAH1B2 FP inh = PAFAH1B2 enzyme inhibitors, primary screen, biochemical, fluorescence polarization, human; inhibition, % at 3.39 µM; hit rate 1.2% among 340,000; recombinant PAFAH1B2, FP-rhodamine activity probe;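 active = inhibition above the mean of all tested compounds plus 3 SD, cut at about 24% in these data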;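 note: 0% = enzyme with DMSO and 100% = wells lacking PAFAH1B2; many of its hits are not listed in these tables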
PME-1 primary = PME-1 inhibitors via competitive probe labeling, primary screen, biochemical, fluorescence polarization, FP-Rh probe, HTS; Protein phosphatase methylesterase 1 (Homo sapiens), Q9Y570; recombinant PME-1; inhibition, % at 5.9 µM; hit rate 0.53% among 320,000; AID 2130, 2009;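 active = inhibition above the campaign mean of all compounds plus 3 SD, cut at about 26% in these data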;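 note: competitive labeling of PME-1 active site by serine hydrolase directed probe; 0% = PME-1 with DMSO and 100% = wells lacking PME-1 enzyme; inhibitors block probe labeling so polarization falls and inhibition rises; many of its hits are not listed in these tables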
PREPL inh = PREPL enzyme inhibitors, primary screen, biochemical, fluorescence polarization; inhibition, % at 5.96 µM; AID 2751, 2010; recombinant PREPL, fluorescence polarization activity-based probe; Prolyl endopeptidase-like (Homo sapiens), Q4J6C6; hit rate 0.68% among 320,000; in the data active = inhibition above about 43%;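 note: 0% = enzyme with DMSO and 100% = wells lacking enzyme; many of its hits are not listed in these tables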
LYPLA2 counter = LYPLA2 inhibitors, primary screen, counter-screen for PME1 inhibitor project, biochemical, fluorescence polarization, FP-Rh probe ABPP | hit rate 0.38% among 320,000 | inhibition, % at 5.9 µM | Acyl-protein thioesterase 2 (Homo sapiens), O95372 | recombinant LYPLA2 | AID 2177, 2009;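 active = inhibition above the screen-wide mean plus 3 SD, limit set per campaign, cut at about 26% in these data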;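 note: 0% = LYPLA2 with DMSO and 100% = wells lacking LYPLA2 enzyme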
LYPLA1 counter = LYPLA1 inhibitors, primary screen, counter-screen for PME1 inhibitor project, biochemical, fluorescence polarization, FP-Rh probe ABPP. Acyl-protein thioesterase 1 (Homo sapiens), O75608. recombinant LYPLA1. inhibition, % at 5.9 µM. hit rate 0.16% among 320,000;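 active = inhibition above the mean of all tested compounds plus 3 SD, set per campaign, cut at about 14% in these data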;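 note: inhibitors block serine hydrolase probe labeling of LYPLA1 so polarization falls; 0% = enzyme with DMSO and 100% = wells lacking LYPLA1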
Target sequence (O75608 whole entry, looked up): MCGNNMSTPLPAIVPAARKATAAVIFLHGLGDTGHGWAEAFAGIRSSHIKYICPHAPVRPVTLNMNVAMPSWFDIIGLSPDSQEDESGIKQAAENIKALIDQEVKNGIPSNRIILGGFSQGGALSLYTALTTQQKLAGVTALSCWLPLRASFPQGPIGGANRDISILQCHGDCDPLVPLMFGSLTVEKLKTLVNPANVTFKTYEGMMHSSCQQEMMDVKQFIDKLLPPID
An asterisk follows results filed as active; . = no result given.

SMILES | PAFAH1B3 FP inh | GSTO1 counter | pPAFAH FP inh | PAD4 inh | PAFAH1B2 FP inh | PME-1 primary | PREPL inh | LYPLA2 counter | LYPLA1 counter
c1cncc(C2OCC3(CO2)COC(c2cccnc2)OC3)c1 (configuration not stated) | 0 | 10 | 9 | -1 | -8 | 1 | 7 | 0 | 0
COC(CNC(=O)Cn1ncc2ccsc2c1=O)OC | 7 | -4 | 0 | -8 | -5 | 1 | 7 | 4 | 3
COc1cccc(/C=N/N2CCN(C3c4ccccc4-c4ccccc43)CC2)c1O | 0 | 4 | 3 | 0 | 0 | 1 | -11 | 0 | -2
CNNC(=S)Nc1ccc(Cl)cc1 | 2 | -5 | -3 | -2 | 9 | 3 | 4 | 2 | 0
COc1ccc(-c2sc3ccc(OC)cc3c2C#Cc2ccccn2)cc1 | -8 | . | -5 | -4 | -7 | -18 | 8 | -19 | -11
CS(=O)(=O)N(CC(=O)Nc1ccccc1C(=O)N1CCOCC1)c1cccc([N+](=O)[O-])c1 | 5 | 2 | -1 | -3 | -5 | -5 | -7 | 8 | 4
O=C(Nc1ccc([N+](=O)[O-])c(NC(=O)C2CCCO2)c1)C1CCCO1 (configuration not stated) | 2 | 1 | 9 | -5 | 3 | -2 | -2 | -5 | -4
CCN(CC)S(=O)(=O)c1ccc(N2CCCCC2)c(C(=O)Nc2ccccc2N2CCOCC2)c1 | -1 | 5 | -7 | 3 | -2 | 6 | 13 | -1 | 1
CC(C)NCC1CCc2cc(CO)c([N+](=O)[O-])cc2N1 (configuration not stated) | 5 | 4 | 2 | 2 | 0 | -2 | 3 | -1 | -1
COc1cc(NC(=O)C(=O)N2CCN(C)CC2)c(OC)cc1Cl | 8 | -3 | 7 | 1 | 0 | -2 | 5 | 4 | -2
COc1ccc(NC(=O)COC(=O)/C=C/c2cnc3ccccc3n2)cc1 | -8 | -1 | 12 | 3 | 1 | 4 | 7 | -3 | 0
CN(C)S(=O)(=O)c1cccc(NC(=O)c2ccc(OC(F)(F)F)cc2)c1 | 8 | 1 | 2 | -1 | -1 | 2 | 8 | -3 | 3
O=C(NN=C(Cc1ccccc1)Cc1ccccc1)c1ccccc1O | . | 6 | -2 | 0 | . | 0 | -2 | -2 | -1
Cc1ccc(C)c(C(C)NC(=O)CC#N)c1 (configuration not stated) | -2 | 3 | 0 | -1 | -1 | 5 | -4 | -1 | -4
COc1cc(OC)cc(C(=O)NCC(C)NC(=O)c2cc(OC)cc(OC)c2)c1 (configuration not stated) | 8 | 2 | 5 | -2 | -3 | 2 | -1 | -2 | -1
CCCCn1nc(C(=O)Nc2cccc(C(=O)NC3CC3)c2)c2ccccc2c1=O | 7 | . | 3 | 1 | -1 | 3 | 10 | 4 | 0
CCC(C(=O)OCC(=O)Nc1c(Cl)cccc1Cl)c1ccccc1 (configuration not stated) | 7 | -1 | 4 | 1 | 5 | 4 | 2 | 4 | -2
CC(Sc1ncnc2sccc12)C(=O)Nc1ccc(S(N)(=O)=O)cc1 (configuration not stated) | 4 | . | 1 | -2 | -2 | . | 6 | . | .
COc1ccc(S(=O)(=O)N[C@@H](CC(C)C)C(=O)O)cc1 | 4 | 1 | 5 | 1 | 3 | -3 | -5 | -1 | -1
COC(=O)N/N=C/c1ccccc1 | 9 | 2 | 4 | 2 | 3 | 1 | -2 | -2 | 1
Cc1cccc(C(=O)NCCc2csc(C)n2)c1 | -1 | -3 | 0 | 2 | 4 | -1 | -5 | 8 | 0
O=C(NCCCn1ccnc1)Nc1ccc(Cl)cc1Cl | 2 | 2 | -1 | -2 | 2 | -6 | 6 | -5 | -2
Cc1ccc(C(=O)CC(c2cccs2)S(=O)(=O)c2ccc(C)cc2)cc1 (configuration not stated) | -3 | 10 | 0 | 0 | 4 | 6 | 14 | 6 | 0
Cc1nc2scc(C)n2c(=O)c1S(=O)(=O)N1CCN(c2ccc([N+](=O)[O-])cc2)CC1 | 6 | -6 | 1 | 3 | 6 | 2 | 3 | 2 | 4
CSCCC(NS(=O)(=O)c1ccc2c(c1)oc(=O)n2C)C(=O)NC1CCN(Cc2ccccc2)CC1 (configuration not stated) | 4 | 1 | 4 | 1 | 0 | -7 | 6 | -4 | -3
Carrying on.
SMILES | PAFAH1B3 FP inh | GSTO1 counter | pPAFAH FP inh | PAD4 inh | PAFAH1B2 FP inh | PME-1 primary | PREPL inh | LYPLA2 counter | LYPLA1 counter
CCOC(=O)N1CCN(C(=S)Nc2ccc(C)cc2C)CC1 | 5 | -13 | 4 | -1 | 6 | -6 | 3 | -4 | 0
CC[C@@H](C)C(NC(=O)OC(C)(C)C)c1cn([C@@H](Cc2ccc(O)cc2)C(=O)N2CCN(C(=O)OC(C)(C)C)CC2)nn1 (some centres not stated) | -8 | -1 | 4 | -4 | -4 | -2 | 3 | 5 | 2
Cc1cc(C)c(N=C2SCC(=O)N2Cc2ccco2)c(C)c1 | 2 | -1 | 1 | 1 | 14 | -4 | 5 | -2 | 2
O=C(NCCc1ccc(Cl)cc1)C1=CC=CN2CCS(=O)(=O)N=C12 | 4 | . | 1 | 4 | 10 | -6 | 9 | 0 | 0
CCN1C(=O)[C@H]2[C@@H](c3ccc(Cl)cc3)N3C(=O)CN(Cc4ccccc4)C(=O)[C@@]3(C)[C@H]2C1=O | 8 | 4 | -3 | 1 | -2 | 0 | -4 | -3 | 0
CC(=O)Nc1cccc(-c2nc3ccccc3c(=O)o2)c1 | 8 | 0 | -4 | -2 | 1 | -3 | 1 | -4 | 0
Cc1nc2nc(SCC(=O)NCc3ccco3)nn2c(C)c1Cc1ccccc1 | 4 | 4 | 0 | -1 | 3 | 5 | 10 | 2 | 2
CC(C)NC(=O)c1nc2c(nnn2Cc2cccc(Cl)c2)c(=O)[nH]1 | 4 | -4 | 1 | -5 | 4 | -2 | -1 | -5 | -5
COC(=O)c1ccc(OC)c(CSc2nnc(COc3ccc(Cl)cc3)o2)c1 | 0 | -5 | 2 | 2 | 6 | 2 | -8 | 3 | -3
COc1ccc(S(=O)(=O)ON=C2CC(C)(C)N(C(C)=O)C(C)(C)C2)cc1 | 8 | -3 | -7 | -1 | 1 | 3 | 1 | 1 | -1
O=C(COC(=O)c1ccccc1SCC(=O)NC1CCCCC1)NC1CCCCC1 | -1 | 4 | 7 | 2 | 4 | -1 | 1 | 0 | -2
CCn1cc(C(=O)OCC(=O)c2cc(C)n(-c3ccccc3F)c2C)c(=O)c2ccc(C)nc21 | 1 | -1 | 2 | 2 | 7 | 0 | 9 | 1 | 0
CC(=O)Nc1ccc(S(=O)(=O)NCCc2csc(C)n2)cc1 | -2 | 10 | 0 | -2 | 0 | 4 | 10 | 7 | 2
O=C(/C=C/c1ccc(OCc2ccccc2)c(OCc2ccccc2)c1)c1cccnc1 | -9 | -6 | 2 | -4 | -2 | -6 | 15 | -13 | -9
CCC1Sc2ccccc2N(CC(=O)NCCC2=CCCCC2)C1=O (configuration not stated) | -5 | 1 | 0 | -2 | 9 | -3 | 17 | -3 | -4
Cc1ccccc1C(=O)N1CCC(C(N)=O)CC1 | 3 | 4 | 5 | 1 | 0 | 3 | 5 | 4 | 3
C=CCn1c(SCCCc2ccccc2)nc2c1c(=O)[nH]c(=O)n2C | 0 | -2 | 13 | -5 | 14 | 11 | 19 | 1 | 1
O=C(COC(=O)c1cc2ccccc2cc1O)NCc1ccccc1 | 8 | . | 4 | -1 | 5 | . | -3 | . | .
O=C(Nc1ccc(OC(F)F)cc1)Nc1cccc(C(F)(F)F)c1 | -15 | -23 | 3 | -8 | -8 | -34 | 6 | -35 | -29
Cc1cc(Cl)c(OCCCn2cncn2)c(Br)c1 | 5 | -4 | 1 | 3 | 2 | -5 | 4 | -3 | -2
Cc1cc(C)c(NC(=O)COC(=O)CCc2ccc(S(=O)(=O)N3CCCCC3)cc2)c(C)c1 | 7 | 5 | 9 | 3 | -1 | 8 | -7 | 0 | -3
CC(=O)c1ccc2oc3ccccc3c(=O)c2c1 | -5 | 3 | 2 | 1 | 6 | 6 | -7 | -1 | 1
Cc1ccc(CN(C(=O)c2cc3ccccc3oc2=O)C2CCS(=O)(=O)C2)cc1 (configuration not stated) | 0 | 6 | -4 | -7 | 4 | 0 | 8 | -2 | 1
CC(=O)Cn1cnc2scc(-c3ccc(C)c(C)c3)c2c1=O | 8 | 0 | -5 | 0 | 6 | -7 | -2 | -2 | 2
NC(=O)N/N=C/c1ccccc1OCc1cccc2ccccc12 | -2 | -2 | 2 | 2 | 2 | 0 | 19 | 5 | -1
Remaining list, next part:
SMILES | PAFAH1B3 FP inh | GSTO1 counter | pPAFAH FP inh | PAD4 inh | PAFAH1B2 FP inh | PME-1 primary | PREPL inh | LYPLA2 counter | LYPLA1 counter
CC(CCN1CCN(c2ccc(F)cc2)CC1)c1ccccc1 (configuration not stated) | 10 | -2 | -3 | 0 | 12 | -1 | 4 | 3 | 1
C=CCNC(=O)c1sccc1Oc1ccc(F)cc1[N+](=O)[O-] | 6 | -4 | 4 | -7 | 3 | -2 | -2 | -2 | 3
COC(=O)c1ccc(CNC(=O)c2ccc(COc3ccccc3)cc2)cc1 | 1 | -2 | -6 | -4 | 1 | -15 | -3 | -5 | -2
N=c1sccn1CC(=O)Nc1cc(Cl)ccc1Oc1ccccc1 | 1 | -11 | 11 | 2 | 5 | -1 | -38 | 5 | 2
CC(C)CC1=C/C(=C/c2ccc(-c3ccccc3)o2)C(=O)O1 | 2 | 6 | 29* | -5 | 0 | -12 | 14 | -3 | -3
CCOC(=O)c1ccc(NC(=O)NC(C)C2CCCO2)cc1 (configuration not stated) | 0 | -3 | 7 | -5 | -1 | 0 | 1 | -3 | 0
CCOc1ccccc1CNC(=O)c1cc2oc3ccccc3c2n1CC | 1 | 2 | -2 | -4 | -2 | -10 | 4 | -5 | -3
CCOC(=O)C(NCCc1ccccc1)(NC(=O)CC)C(F)(F)F (configuration not stated) | 4 | 2 | 4 | -2 | -1 | -2 | 6 | 0 | 0
Cc1ccc2oc(-c3cccc(NC(=S)NC(=O)c4cccs4)c3)nc2c1 | 8 | -5 | 6 | 0 | -2 | 2 | 3 | -8 | -6
Cc1ncc([N+](=O)[O-])n1CCO | 4 | 4 | 6 | -3 | -6 | 2 | -2 | -5 | -3
O=C(Nc1ccc(Cl)cc1)C1CCN(C(=O)NC2CCCCC2)CC1 | 0 | 4 | -1 | 4 | -1 | -2 | -8 | 0 | -4
Cc1nc(Cl)cc(N/N=C/c2ccc(O)cc2)n1 | 1 | 7 | 5 | 4 | 2 | -10 | 6 | 6 | 5
O=C(NNc1nc(-c2ccc(Br)cc2)cs1)c1ccco1 | 10 | -3 | 2 | -8 | 7 | 4 | 22 | 0 | 1

These rows are one share of the data. The share of hits here may be higher or lower than overall.
